Smad3 FoxH1 inh = Smad3 (human) transcription factor binding inhibition | P84022 | TR-FRET Smad3/Dy647-FoxH1 peptide binding, europium anti-His | inhibition, % at 25 µM | 0.29% of 88,000 active | AID 630;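 active means compounds that reduce the energy-transfer binding signal between the protein and its labelled peptide by more than half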;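 further: 0% = Smad3 plus labelled peptide maximal FRET and 100% = peptide-only background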
Target sequence (P84022 whole entry, looked up): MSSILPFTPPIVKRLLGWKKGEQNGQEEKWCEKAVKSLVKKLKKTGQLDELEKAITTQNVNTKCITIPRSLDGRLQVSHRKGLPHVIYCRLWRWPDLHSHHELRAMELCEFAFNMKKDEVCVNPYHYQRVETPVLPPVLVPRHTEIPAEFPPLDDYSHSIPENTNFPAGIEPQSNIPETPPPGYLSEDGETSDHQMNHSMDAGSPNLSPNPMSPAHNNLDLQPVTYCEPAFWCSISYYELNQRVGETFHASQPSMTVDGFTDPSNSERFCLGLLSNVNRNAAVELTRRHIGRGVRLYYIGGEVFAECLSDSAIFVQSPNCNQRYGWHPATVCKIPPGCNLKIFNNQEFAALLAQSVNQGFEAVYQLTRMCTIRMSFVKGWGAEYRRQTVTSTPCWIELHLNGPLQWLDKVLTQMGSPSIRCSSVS
HUVEC tox IL1B = HUVEC cytotoxicity counter-screen, IL-1B stimulated; cell count reduction, % at 2 µM; AID 845; HUVEC cell count loss, Hoechst imaging; 0.41% of 94,000 active;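 active means cell count reduction more than 3 SD above the screen-wide mean, cut at about 70% in these data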;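 further: normalized per plate to untreated control cells as the no-loss baseline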
VCAM1 TNFa inh = reduces TNF alpha induced VCAM1 expression in HUVEC; 0.48% of 95,000 active; inhibition, % at 2 µM; HUVEC TNFa-induced VCAM-1 immunofluorescence, high-content imaging; AID 802;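 active means inhibition above the batch mean plus 3 SD, with images confirmed as a hit by eye, cut at about 37% in these data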;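 further: 0% = TNF-stimulated DMSO wells and 100% = unstimulated control wells; not every result past the cut was called active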
cytoskel mod = modifiers of cytoskeleton assembly | HUVEC TNFa F-actin phalloidin imaging, high content | inhibition, % at 2 µM | 0.18% of 91,000 active;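 active means inhibition above the batch mean plus 3 SD and confirmed as a hit by visual image inspection, cut at about 30% in these data, passing the limit was not always enough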; further: strong numbers were not always called active
HUVEC tox TNFa = toxic to HUVEC cells under TNF alpha stimulation; HUVEC TNFalpha-stimulated, Hoechst cell count, imaging; cell count reduction, % at 2 µM; 0.17% of 93,000 active;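 active means cell count reduction exceeding the screen mean by over 5 SD, scaled to untreated wells per plate, cut at about 78% in these data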;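 further: cells counted after 24 h of TNF alpha exposure following the 1 h pretreatment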
Fibroblast inh = blocks proliferation of human lung fibroblasts; LL 47 human lung fibroblast viability, ATP luminescence; active compounds read low; viability, % at 10 µM; 1.1% of 85,000 active;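 active means viability at or below 50% in the single dose screen; inactive means viability above 50%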;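 further: compound exposure lasted 72 h before the ATP readout; 100% = median luminescence of untreated cell-only wells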
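material = human LL 47 lung fibroblast cells | dosing = compounds added from tenfold dosing solution, 0.1% DMSO final | timing = overnight cell rest, 72 h compound treatment at 37 °C | measured by = CellTiter-Glo luminescence measuring cellular ATP | evaluation = % viability versus median cells-only luminescence | control set = cell-only wells, no compound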
PTK2B oligo ant = Pyk2 (human) oligomerization antagonism. Q293 cells, Pyk2 FERM NanoBiT luminescence; active compounds read low. z-score (the deposit names both 25 µM and 10 µM). 0.83% of 99,000 active;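 active means Z-score of -3 or lower, scaled per plate to the spread of control and sample wells; inactive means z-score above -3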;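 further: negative z-score means lost luminescence so less FERM oligomerization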
H69AR growth 86K = growth inhibitors of human H69AR lung tumor cells | H69AR lung tumor viability, ATP luminescence, 72 h; active compounds read low | viability, % at 10 µM | 6% of 85,000 active;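 active means viability at or below 40%; inactive means viability above 40%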;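 further: multidrug resistant small cell line overexpressing MRP-1 efflux transporter; 100% = mean luminescence of untreated control wells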
HUVEC prolif 384 = inhibitors of human endothelial cell proliferation; HUVEC proliferation, CellTiter-Glo luminescence, 72 h; active compounds read low; viability, % at 10 µM (by protocol); 1.1% of 86,000 active; AID 648;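 active means viability at or below 30%; inactive means viability above 30%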;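 further: 100% = median luminescence of DMSO-only cell control wells on each plate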
Numbers without * were called inactive; . = no result given; [ ] = dose if it differs, or a comment. The list is partial (hit frequency here may not be typical).

SMILES	Smad3 FoxH1 inh	HUVEC tox IL1B	VCAM1 TNFa inh	cytoskel mod	HUVEC tox TNFa	Fibroblast inh	PTK2B oligo ant	H69AR growth 86K	HUVEC prolif 384
CCn1c(=N)c(C(=O)NCc2cccnc2)cc2c(=O)n3cccc(C)c3nc21	-4.4	.	.	.	.	93.6	.	85.5	90.0
c1ccc(-n2c(-c3ccncc3)nnc2N2CCOCC2)cc1	6.0	3.7	2.3	5.7	-29.9	88.8	0.41	99.5	102.1
Cn1c(Cc2ccccc2)nnc1SCCC(=O)Nc1ccccc1	2.3	-12.3	5.0	0.0	-6.4	96.4	0.05	102.2	105.9
O=C(CSc1nnc(-c2c[nH]c3ccccc23)n1CC1CCCO1)Nc1ccc2c(c1)OCCO2 (stereo not drawn)	-0.9	13.0	4.3	-13.3	-3.3	96.6	-0.04	96.5	98.0
CCOC(=O)N1CCN(C(=O)CS(=O)Cc2nc(-c3cccc(C)c3)oc2C)CC1 (stereo not drawn)	-2.1	.	.	.	.	98.3	.	88.7	103.6
Cc1ccc(NC(=O)N2CCC(=O)N2)cc1	.	-21.0	-13.0	-12.0	6.0	.	-0.99	.	.
O=c1[nH]c2ccccc2n1CCCOc1ccccc1	5.4	-1.7	11.3	4.0	-13.9	103.8	-0.49	94.9	99.7
COc1cccc(CNCCOCCO)c1OC	11.4	-7.2	-13.9	-14.4	-5.0	99.2	0.4	104.1	92.2
Cc1ccc(S(=O)(=O)NCC(c2ccccc2)N2CCN(CCC#N)CC2)cc1 (stereo not drawn)	0.4	-15.5	1.8	-9.7	-7.3	85.2	0.75	94.2	94.9
N=c1c(C(=O)NC2CCCCC2)cc2c(=O)n3ccccc3nc2n1CCN1CCOCC1	12.0	.	.	.	.	106.7	.	83.7	106.0
COCCOC(=O)c1c(C)nc(SCC(=O)Nc2ccc(OC)cc2)c(C#N)c1-c1ccco1	-0.5	-31.4	0.8	20.6	-24.8	100.8	-1.52	84.0	92.3
CN(C)c1nc(N)nc(CSc2ccccn2)n1	28.3	-1.7	-7.6	-14.3	5.9	98.1	1.37	91.0	96.1
COc1ccc(-c2nnc(CSc3nc4ccccc4c(=O)n3CC(C)C)o2)cc1OC	11.1	-5.4	.	-6.4	.	96.8	-1.59	63.0	94.8
O=C(O)CN1C(=O)SC(Nc2ccccc2)C1=O (stereo not drawn)	0.3	-36.1	1.3	-0.3	-35.2	93.5	0.78	91.4	92.8
O=C1CC(c2ccccc2)CC(O)=C1C=NCCN1CCOCC1 (stereo not drawn)	-3.5	.	.	.	.	102.3	1.11	103.1	100.0
CNc1nnc(-c2cc3ccccc3oc2=O)s1	-0.9	4.3	3.9	43.1	-15.9	107.9	-0.7	100.0	98.9
Cc1cc(N2CCN(c3cccc(C(F)(F)F)c3)CC2)n2nc(C)nc2n1	-1.5	.	.	.	.	111.9	0.08	55.0	77.3
Cc1ccc2cccc(NC(=O)C(F)(F)F)c2n1	0.7	10.3	22.0	9.4	-14.3	102.5	-0.28	104.3	83.5
CC(C)c1ccccc1NC(=O)c1cnccn1	-15.7	-3.7	6.3	10.6	-14.8	99.8	-0.27	82.1	99.0
CCOC(=O)N1CCC2(O)CCCCC2C1c1ccc(F)cc1 (stereo not drawn)	8.1	-1.6	-22.2	-0.4	4.3	96.5	0.62	92.5	104.1
O=S(=O)(Nc1nc2ccccc2nc1NCc1ccco1)c1ccc(Cl)cc1	-1.9	12.9	7.1	6.2	9.4	90.7	0.65	89.4	83.8
COc1ccccc1N1CCN(S(=O)(=O)c2ccc3c4c(cccc24)C(=O)N3)CC1	10.2	.	.	.	.	93.7	-1.26	61.5	100.4
O=C(Nc1ccc(-c2nc3ccccc3o2)cc1)c1ccc(N2CCOCC2)c([N+](=O)[O-])c1	.	-16.6	-6.7	-50.0	13.6	.	-3	.	.
Clc1ccc(-c2n[nH]c3c2CCC3)cc1Cl	0.2	.	3.2	9.1	-9.2	101.5	-0.34	53.1	51.9
Cn1c(C(=O)N2CCN(C3CCCCC3)CC2)cc2c(=O)n(C)c3ccccc3c21	-9.4	4.6	-1.8	14.8	-30.7	89.5	.	96.3	95.6
CC(C)CCSc1nnc(Cn2c(=O)sc3ccccc32)n1C	-1.2	.	.	.	.	96.9	.	85.5	95.9
CCOC(=O)CNC(=O)CSc1nnc(-c2cccc(OC)c2)n1CC	-5.9	-53.2	0.6	8.5	-33.3	92.5	-0.5	98.9	96.2
O=C1CCN(C(=O)Nc2ccccc2Cl)N1	.	-4.8	12.6	-8.3	-2.2	.	0.83	.	.
C=CCN1C(c2ccc(OCC)cc2)=CS/C1=C(\C#N)c1nnc2n1CCCCC2	0.3	.	.	.	.	99.5	-1.46	33.5*	68.2
COC(=O)c1sccc1NC(=O)/C=C/c1c(Cl)cccc1Cl	.	-9.2	-27.5	-13.4	-22.8	.	-1.38	.	.
c1ccc(CSc2nnnn2-c2ccc3c(c2)OCCO3)nc1	-4.6	8.1	-9.8	-38.0	0.8	95.2	-0.55	87.7	100.2
CC(O)c1cc2c(cc1NC(=O)c1cnn3c1NC(c1ccco1)CC3C(F)(F)F)OCO2 (stereo not drawn)	3.8	-17.0	11.3	-6.6	13.6	106.6	0.83	97.3	104.1
O=C(Cn1ccc2ccccc2c1=O)N1CCN(c2cccc(Cl)c2)CC1	-3.6	-28.8	3.3	-48.0	-5.0	104.4	0.3	97.9	84.4
N/C(=N\c1nc(CSc2ccc(Cl)cc2)cc(=O)[nH]1)Nc1cccc2ccccc12	.	1.0	-4.7	8.6	-4.5	.	0.16	.	.
COC(=O)C1CCN(C(=O)c2cc3ccccc3oc2=O)CC1	-1.3	-12.1	-7.1	-2.0	-13.0	101.6	0.87	94.6	88.9
CC1(C)OC(=O)C(=CNc2ccc(F)cc2)C(=O)O1	1.4	-11.4	-16.6	11.6	-22.1	113.0	-0.83	88.1	96.0
COC(=O)CSc1nc2ncccc2[nH]1	11.7	-142.7	-1.3	9.9	-14.0	100.8	0.37	101.7	78.5
CC(NC(=O)C1C(=O)N(CCO)C2(C)CC1c1ccccc1O2)c1ccccc1 (stereo not drawn)	13.3	-33.8	15.5	-32.6	-11.4	93.9	-0.33	97.8	106.9
COc1ccc(S(=O)(=O)Nc2ccccn2)cc1OC	14.3	-42.1	31.0	-33.7	-8.3	103.4	0.84	98.7	94.6
O=C(COc1ccc2ccc(=O)oc2c1)Nc1ccc2c(c1)OCCO2	-3.1	-16.3	.	.	.	97.8	-0.03	95.5	94.6
Cc1ccc(-c2cccc(OC(=O)c3ccccc3F)c2)cc1	.	10.8	-0.9	-10.7	-15.0	.	3.06	.	.
CC(=O)Nc1ccc(S(=O)(=O)N2CCC(NC(=O)c3ccco3)CC2)cc1	-1.8	-33.8	-47.0	0.3	-52.5	103.8	1.39	99.6	94.8
COc1ccc(C(=O)Nc2ccccc2C(=O)NCCN2CCOCC2)cc1	-2.5	-31.2	3.8	-10.8	-7.1	95.3	1.86	74.3	105.9
Cc1cc(C)n(CCc2nc(-c3cccs3)cs2)n1	8.8[fluorescence artefact?]	.	-0.4	13.3	-6.7	104.4	0.67	106.5	103.9
CCS(=O)(=O)c1ccc(O)c(NC(=O)COc2ccccc2)c1	.	1.0	5.4	0.3	-8.6	.	1.19	.	.
COC(=O)Cn1c(CN2CCc3ccccc3C2)nc2c1c(=O)n(C)c(=O)n2C	3.4	-8.4	17.7	-2.0	-12.2	95.2	.	99.5	99.0
CCC1(C(=O)O)NC(c2cccc(OC)c2O)C2C(=O)N(c3ccccc3)C(=O)C21 (stereo not drawn)	5.0	.	.	.	.	89.2	.	96.5	96.0
OC(COc1ccc(C2C=CCC2)cc1)CN1CCCCC1 (stereo not drawn)	66.9*	16.9	16.9	-33.0	32.8	91.1	-0.01	82.9	82.2
COc1ccc(-c2nnc3ccc(SCC(=O)N4CCN(c5ccccc5)CC4)nn23)cc1OC	12.9	.	.	.	.	96.2	.	71.4	77.7
N#CC1=C(N)OC2=C(C(=O)CC(c3ccco3)C2)C1c1ccc(OCc2c(F)cccc2Cl)cc1 (stereo not drawn)	2.8	-9.7	5.6	12.8	-33.6	93.9	-1.09	87.2	74.7
CC1CCCCC1NC(=O)CCS(=O)(=O)c1cccc2nonc12 (stereo not drawn)	6.9	.	.	.	.	102.2	1.72	100.5	97.0
Cc1ccc(Cn2c(CN3CC(C)OC(C)C3)nc3c2c(=O)n(C)c(=O)n3C)cc1 (stereo not drawn)	-14.0	-14.6	-18.9	-4.2	-8.2	83.1	.	84.3	88.5
C1CCN(c2nc3nonc3nc2N2CCCC2)C1	.	-21.5	3.5	-0.2	-12.3	.	1.22	.	.
COc1ccc(OC)c(S(=O)(=O)N2CCC(C(=O)NCc3ccccc3)CC2)c1	1.1	10.2	0.2	4.1	7.6	100.8	0.06	88.3	98.0
CCCS(=O)(=O)N1CCN(C(=O)CCC2CCCC2)CC1	8.9[fluorescence artefact?]	-60.5	11.3	-0.3	11.3	97.4	-0.57	88.8	101.5
Cn1c(Sc2ccc(Cl)cc2)c(C=O)c2ccccc21	.	-7.7	6.0	4.3	10.8	.	-2.2	.	.
Cc1cc(C)c2c(=O)[nH]n(C(C)C)c2n1	13.7	.	.	.	.	95.6	-0.54	92.0	87.4
COc1ccc(OC)c(S(=O)(=O)Nc2ccccc2SC)c1	1.5	-109.0	3.4	6.2	-4.2	103.7	0.3	98.8	110.1
COc1cccc(/C(O)=C2/C(=O)C(=O)N(CCN(C)C)C2c2ccc(Br)cc2)c1 (stereo not drawn)	5.6	21.3	10.3	-3.1	10.8	99.9	-0.23	86.5	106.5
Cc1cc(=O)[nH]c(SCC(=O)N2CCN(C(c3ccccc3)c3ccccc3)CC2)n1	2.4	8.7	-11.6	11.4	-6.2	97.4	-1.07	102.0	98.9
Additional records:
SMILES	Smad3 FoxH1 inh	HUVEC tox IL1B	VCAM1 TNFa inh	cytoskel mod	HUVEC tox TNFa	Fibroblast inh	PTK2B oligo ant	H69AR growth 86K	HUVEC prolif 384
O=S(=O)(NCC(O)COCc1ccco1)c1cccs1 (stereo not drawn)	-2.7	.	.	.	.	90.6	0.32	100.6	89.6
CC(C)(C)c1ccc(Cn2nnc3c(=O)[nH]c(C4CCN(C(=O)Cc5cccs5)CC4)nc32)cc1	1.9	-18.2	2.5	-11.2	-10.0	88.9	-2.14	50.7	41.2
COc1ccc(C(=O)Nc2ccccc2N2CCN(C(=O)C(C)C)CC2)cc1Cl	-21.5	-11.8	11.2	5.6	19.7	98.7	-1.07	84.4	102.5
O=C(COc1ccc(Cl)cc1)Nc1cnn(Cc2c(Cl)cccc2Cl)c1	.	-27.5	8.2	-16.8	-13.2	.	2.05	.	.
